High-throughput results as filed in PubChem.
FXIa inh: blocks human coagulation factor XIa activity; P03951; purified human FXIa, fluorogenic AMC substrate cleavage; inhibition, % at 10 µM; hit rate 0.3% among 33,000;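 active means inhibition above 40% in the primary screen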;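 further: 0% = enzyme without compound and 100% = blank wells lacking enzyme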
FXIIa single: inhibitors of human coagulation factor XIIa; purified human FXIIa, AMC substrate fluorescence, 2 h; inhibition, % at 10 µM; hit rate 0.2% among 33,000; AID 701; in the data active means inhibition above about 30%;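 further: 0% = enzyme with vehicle only and 100% = no enzyme blank; many of its hits are not listed in these tables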
Target sequence (P00748 20-372 limits assumed): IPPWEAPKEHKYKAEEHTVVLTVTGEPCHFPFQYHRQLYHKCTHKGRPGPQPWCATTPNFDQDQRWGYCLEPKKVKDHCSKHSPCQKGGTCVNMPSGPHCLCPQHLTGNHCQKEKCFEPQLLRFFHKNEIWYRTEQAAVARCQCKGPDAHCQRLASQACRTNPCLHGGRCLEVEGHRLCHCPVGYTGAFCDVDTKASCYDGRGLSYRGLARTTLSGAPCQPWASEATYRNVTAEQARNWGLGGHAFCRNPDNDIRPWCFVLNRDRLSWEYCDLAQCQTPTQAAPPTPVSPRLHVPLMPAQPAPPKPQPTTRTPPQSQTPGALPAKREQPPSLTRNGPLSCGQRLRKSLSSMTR
Target sequence (P00748 373-615 limits assumed): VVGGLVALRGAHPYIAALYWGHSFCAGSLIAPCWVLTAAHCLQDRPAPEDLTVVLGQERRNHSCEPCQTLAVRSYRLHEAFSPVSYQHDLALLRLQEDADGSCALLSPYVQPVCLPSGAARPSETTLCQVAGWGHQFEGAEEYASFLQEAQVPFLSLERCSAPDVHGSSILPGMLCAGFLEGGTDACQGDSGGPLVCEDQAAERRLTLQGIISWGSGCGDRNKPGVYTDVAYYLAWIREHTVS
Numbers without * were called inactive.

SMILES | FXIa inh | FXIIa single
COc1cc(C2c3c(-c4ccccc4)n[nH]c3C(=O)N2c2ccc(C(=O)O)cc2)ccc1O (stereo unspecified) | -1 | 3
O=c1c2cn[nH]c2[nH]c(=S)n1-c1ccccc1 | -3 | 10
COc1ccc(-c2nc(SC)n(C(=O)c3ccco3)n2)cc1 | 30 | 20
Cc1ccc(S(=O)(=O)NC2=NCN(CCOC(=O)c3ccccc3)CN2)cc1 | 0 | 4
CC(C)(C)c1nnc(NS(C)(=O)=O)s1 | -1 | 4
Cc1oc(-c2cccs2)[n+]([O-])c1C | -1 | 5
COc1ccc(/C(=N/O)C(C)(C)NO)cc1 | -8 | 4
O=C(CCSc1nnc(-c2ccncc2)o1)Nc1ccccc1Cl | -3 | 3
Cc1cc(S(=O)(=O)Nc2ccccc2C(=O)O)ccc1Cl | -1 | 4
C=CCNc1nc(-c2ccc(Cl)cc2)cs1 | 4 | 8
CC(NC(=O)CN(C)Cc1nc2ccccc2c(=O)[nH]1)c1ccccc1 (stereo unspecified) | 4 | 3
Cc1ccc(/C(N)=N/OC(=O)Oc2ccccc2)cc1 | -8 | 6
Nc1nc2ccc(S(=O)(=O)N3CCCCC3)cc2s1 | -15 | -13
CCCCSc1nc(CCC)cc(=O)[nH]1 | -5 | 3
CC1=CCP(=O)(c2ccccc2)C1 (stereo unspecified) | -1 | 4
C=C(c1ccc(OCCO)cc1)c1ccc(OCCO)cc1 | 1 | 6
CC(=O)Nc1ccc(S(=O)(=O)N2CCN(c3ccccn3)CC2)cc1 | 24 | -10
COc1ccc2nc(NC(=O)c3cc(S(=O)(=O)N4CCOCC4)ccc3C)sc2c1 | 27 | -11
CCOC(=O)N1CCN(C(=O)CSCC(=O)N=c2sc3ccccc3n2C)CC1 | -1 | 5
CC(C)CNC(=O)c1ccccc1Oc1ccccc1 | -16 | 6
CN(C)CC(C)(C)NS(=O)(=O)c1ccc(Cl)cc1 | 3 | 7
O=C(CSc1ncn[nH]1)N1CCN(S(=O)(=O)c2ccc(Cl)cc2)CC1 | -2 | 21
CC(C)(C)C(=O)c1cnc(Nc2ccccc2)s1 | 4 | 1
C1=C(c2ccccc2)N2CCN=C2S1 | -40 | 8
CC1=C(C(=O)Nc2cccnc2)C(c2ccc3c(c2)OCO3)C2=C(CCCC2=O)N1 (stereo unspecified) | 6 | 1
CC1CCC2(CC1)SCC(=O)N2c1ccccc1 (stereo unspecified) | -2 | 6
CC(C)NC(=O)NC(=O)CSc1nnc(COc2ccccc2F)n1C(C)C1CC2CCC1C2 (stereo unspecified) | -2 | 3
CCc1ccccc1NC(=O)CN(C)S(=O)(=O)c1ccc2c(c1)c(=O)n(C)c(=O)n2C | 0 | -1
OCCCc1nc2n(n1)C(c1ccccc1)C=C(c1ccccc1)N2 (stereo unspecified) | 13 | 5
CC(C)(C)c1ccc(C(=O)Nc2ccc(N3CCOCC3)cc2)cc1 | 30 | -8
CN(C(=O)c1ccc(S(=O)(=O)N2CCCC2)cc1)C1CCCCC1 | -2 | 6
COc1ccc2c(C)cc(N3CCN(c4ccc(F)cc4)CC3)nc2c1 | -7 | -2
COC(=O)c1ccc(NC(=O)Nc2ccc(C)cc2)cc1 | 7 | 7
Cc1ccc2[nH]c3c(c2c1)CN(C(=O)CN(C)CC1OCCO1)CC3 | -3 | 6
CC(C)C1N=C(c2ccc3c(c2)OCO3)CC(c2ccccc2O)N1 (stereo unspecified) | 9 | 7
COc1ccc(CCNC(=O)NC23CC4CC(CC(C4)C2)C3)cc1OC | -6 | 3
Cc1ccc(S(=O)(=O)N2CCCC(C(=O)NCCC3=CCCCC3)C2)cc1 (stereo unspecified) | -1 | -1
CCC(=O)Nc1ccc(-c2nn3c(C)nnc3s2)cc1 | -6 | 4
O=C(/C=C/c1ccc(Br)o1)OCc1ccccc1 | 3 | 1
COc1ccc(C2N=C(N)N=C(N)N2c2ccccc2)cc1OC (stereo unspecified) | -6 | 4
COc1cc2c(cc1NC(=S)Nc1cccc(C(F)(F)F)c1)oc1ccccc12 | 1 | 13
O=S(=O)(c1ccc2ccccc2c1)N(CC(O)COCc1ccco1)c1ccccc1 (stereo unspecified) | -6 | 4
COc1cccc(NC(=O)CCCOc2cc(=O)n(C)c3ccccc23)c1 | -6 | 6
Cn1ncc2c(Nc3cccc(C(=O)O)c3)ncnc21 | 6 | 7
CC(C)NC(=O)c1sc2nc(-c3cccs3)cc(-c3cccs3)c2c1N | -2 | 8
COc1ccc(C(=O)Nn2c(C)ccc2C)cc1OC | 3 | 4
COC(=O)C(C)(C(=O)OC)c1ccccc1[N+](=O)[O-] | -4 | 6
O=C(c1cc2cc(Cl)ccc2oc1=O)N1CCCC1 | -4 | 3
Cc1cc(C(=O)COC(=O)C2=NNC(=O)CC2)c(C)n1-c1ccc(OC(F)F)cc1 | -5 | 3
NC(=O)c1c(NC(=O)CSc2nnc(Cc3ccccc3)n2Cc2ccco2)sc2c1CCC2 | -4 | 2
CCOc1ccccc1NC(=O)CN(Cc1ccccc1)S(C)(=O)=O | 3 | 2
Cc1cccc(NC(=O)CSc2nnc(-c3ccco3)c(-c3ccco3)n2)c1C | -9 | 8
CC(Sc1nc(NCc2ccccc2)nc(N2CCOCC2)n1)C(=O)Nc1ccccc1 (stereo unspecified) | -3 | 5
CC1(C)C(C=C(Cl)Cl)C1C(=O)N1CCN(c2ccccc2)CC1 (stereo unspecified) | -3 | 3
C=CCOC(=O)C1=C(C)NC(SCC(=O)OCC)=C(C#N)C1c1ccc(C)cc1 (stereo unspecified) | 0 | 1
O=C(c1ccco1)N1CCC(c2nc(-c3ccc(F)cc3)no2)CC1 | 8 | 6
CNC(=O)c1cc2cccc(OC)c2oc1=O | -1 | 4
COC(=O)c1c(NC(=O)Cc2cccs2)sc(C(=O)NC2CCCCC2)c1C | -15 | 10
O=c1c([N+](=O)[O-])c(N2CCCCC2)c2ccccc2n1-c1ccccc1 | -2 | -2
CCn1c2ccccc2c2cc(NC(=O)CSc3nnc(-c4ccc(OC)c(OC)c4)n3N)ccc21 | 10 | 6

An excerpt of these results, as tab-separated lines:
SMILES	FXIa inh	FXIIa single
C=CCOC(=O)C1=C(C)NC(SCC(=O)OCC)=C(C#N)C1c1ccc(C)cc1 (stereo unspecified)	0	1
CNC(=O)c1cc2cccc(OC)c2oc1=O	-1	4
CC(Sc1nc(NCc2ccccc2)nc(N2CCOCC2)n1)C(=O)Nc1ccccc1 (stereo unspecified)	-3	5

Following part:
SMILES | FXIa inh | FXIIa single
CCOC(=O)CN1CC23C=CC(O2)C(C(=O)NCc2cccs2)C3C1=O (stereo unspecified) | -9 | 20
COc1ccc(NC(=O)Cn2c(=O)sc3ccccc32)cc1 | 1 | 6
COc1ccc(CCNC(=O)CSc2nc(O)c(C(C)C)c(=O)[nH]2)cc1OC | 3 | -14
COc1ccc(-c2nn(-c3ccccc3)cc2CO)cc1 | 6 | 4
CCCN(CCO)CCCc1ccccc1 | 14 | 2
Cn1c(N/N=C/c2cccs2)cc(=O)n(C)c1=O | -4 | 11
COc1cccc(NS(=O)(=O)c2ccc3c(c2)CCCN3C(C)=O)c1 | 18 | -4
COc1cccc(NC(=O)Nc2ccc3c(c2)N(C)C(=O)CS3)c1 | -4 | 2
CC(=O)NC(CC(=O)Nc1cccc(S(=O)(=O)N2CCCCC2)c1)c1ccccc1 (stereo unspecified) | -6 | 0
Cc1sc(-c2ccncc2)nc1OC(=O)c1ccccc1 | -1 | 4
CCOC(=O)N1CCC(NCCNC(=O)c2cccs2)CC1 | 2 | -14
CCOc1ccc(C(C)=O)cc1CC(C(N)=O)C(N)=O | -3 | -4
Cc1cc2oc(=O)cc(CN3CCCc4ccccc43)c2cc1C | 2 | 8
COC(=O)/C(C(C)=O)=C(/C=C/C=C/N(C)C)N(C)C | 11 | 7
CCCn1nnnc1NC(=O)c1cccs1 | -6 | 1

An excerpt from above in order of length of the SMILES, high to low.
SMILES | FXIa inh | FXIIa single
CC(C)C1N=C(c2ccc3c(c2)OCO3)CC(c2ccccc2O)N1 (stereo unspecified) | 9 | 7
O=c1c2cn[nH]c2[nH]c(=S)n1-c1ccccc1 | -3 | 10
Cc1oc(-c2cccs2)[n+]([O-])c1C | -1 | 5
CCCCSc1nc(CCC)cc(=O)[nH]1 | -5 | 3

Compounds listed so far with an aryl thioether with sulfur outside any ring, in the order listed:
SMILES | FXIa inh | FXIIa single
COc1ccc(-c2nc(SC)n(C(=O)c3ccco3)n2)cc1 | 30 | 20
O=C(CCSc1nnc(-c2ccncc2)o1)Nc1ccccc1Cl | -3 | 3
CCCCSc1nc(CCC)cc(=O)[nH]1 | -5 | 3
O=C(CSc1ncn[nH]1)N1CCN(S(=O)(=O)c2ccc(Cl)cc2)CC1 | -2 | 21
CC(C)NC(=O)NC(=O)CSc1nnc(COc2ccccc2F)n1C(C)C1CC2CCC1C2 (stereo unspecified) | -2 | 3
NC(=O)c1c(NC(=O)CSc2nnc(Cc3ccccc3)n2Cc2ccco2)sc2c1CCC2 | -4 | 2
Cc1cccc(NC(=O)CSc2nnc(-c3ccco3)c(-c3ccco3)n2)c1C | -9 | 8
CC(Sc1nc(NCc2ccccc2)nc(N2CCOCC2)n1)C(=O)Nc1ccccc1 (stereo unspecified) | -3 | 5
CCn1c2ccccc2c2cc(NC(=O)CSc3nnc(-c4ccc(OC)c(OC)c4)n3N)ccc21 | 10 | 6
COc1ccc(CCNC(=O)CSc2nc(O)c(C(C)C)c(=O)[nH]2)cc1OC | 3 | -14

Next part
SMILES | FXIa inh | FXIIa single
O=C(CN(c1ccc(F)cc1)S(=O)(=O)c1ccc2c(c1)OCCO2)NCc1cccnc1 | -10 | 5
Cc1ccc(-n2nnnc2SCC(=O)Nc2c(C)n(C)n(-c3ccccc3)c2=O)cc1 | 15 | 3
CC(=O)Nc1ccccc1NS(=O)(=O)c1ccc(Cl)cc1 | -14 | 6
Cn1c2ccccc2c2cc(C(=O)O)ccc21 | 1 | 8
COc1cc(-n2c(=O)c3ccccc3n(Cc3ccccc3)c2=O)cc(OC)c1OC | 27 | -15
O=C(NC1CCCCC1)C(c1ccco1)N(CCc1ccccc1)C(=O)C(F)(F)F (stereo unspecified) | 0 | -10

A portion of the library; rates above refer to the full screens.
